# Bioassay records as filed in PubChem.
# BoNT A protease – inhibitors of Botulinum neurotoxin A light chain protease; 360,000 tested, 0.17% active; AID 588499; inhibition, % at 10 µM; multiplex microsphere protease substrate cleavage, flow cytometry; further: plate controls were buffer without enzyme for full effect and enzyme alone for no effect
# CCHFV vOTU inh – CCHFV vOTU protease inhibition | Pep-AMC fluorescence | inhibition, % at 11.5 µM | 370,000 tested, 0.55% active | AID 651958; in the data active means inhibition above about 30%; further: 0% = vehicle wells with enzyme and 100% = no enzyme wells
# PfHsp40 rescue – restores yeast growth despite PfHsp40 toxicity | growth rescue, % at 12.5 µM | 340,000 tested, 0.68% active | S. cerevisiae expressing PfHsp40, growth rescue, ATP luminescence; in the data active means growth rescue above about 28%, passing the limit was not always enough; inconclusive means no clear call, values can overlap the other calls;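 further: yeast W303a lacking pdr1 and pdr3 grown in galactose medium; growth measured after three days at 30 °C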
# Y pestis TopoI – inhibitors of Yersinia pestis topoisomerase I. activity, % at 10 µM. Y. pestis Topo-I cleavage product accumulation, plate reader. 360,000 tested, 0.064% active. AID 504884; in the data active means activity above about 50%, passing the limit was not always enough; inconclusive means no clear call, values can overlap the other calls; further: inactives centre near 2
# BoNT-F LC inh – inhibitors of Botulinum neurotoxin F light chain protease; inhibition, % at 10 µM; 360,000 tested, 0.22% active; Multiplex microsphere protease cleavage assay, flow cytometry; in the data active means inhibition above about 35%, passing the limit was not always enough; inconclusive means no clear call, values can overlap the other calls; further: plate controls were buffer without enzyme for full effect and enzyme alone for no effect
# PrPC TRFRET – reduces human prion protein on the cell surface; cell surface PrPC, TR-FRET read-out; inhibition, % at 13.8 µM; 370,000 tested, 0.43% active; AID 720596; in the data active means inhibition above about 24%; further: 0% = median of the test wells and 100% = reference compound wells
# TcdB inh – inhibitors of Clostridioides difficile toxin B glycohydrolase; P18177; TcdB glycohydrolase enzymatic assay, plate reader; inhibition, % at 9.99 µM; 350,000 tested, 0.24% active; in the data active means inhibition above about 10%
# FadD28 FP inh – M. tuberculosis FadD28 bisubstrate binding inhibition. FadD28 bisubstrate probe binding, fluorescence polarization. inhibition, % at 12.5 µM. 360,000 tested, 0.22% active; in the data active means inhibition above about 8.5%, passing the limit was not always enough; inconclusive means no clear call, values can overlap the other calls
# Anthrax LF prot – anthrax lethal factor protease inhibition; P15917; multiplex microsphere protease cleavage assay, LF; inhibition, % at 10 µM; 360,000 tested, 0.12% active; further: plate controls were buffer without enzyme for full effect and enzyme alone for no effect
# Target sequence (P15917 whole entry, looked up): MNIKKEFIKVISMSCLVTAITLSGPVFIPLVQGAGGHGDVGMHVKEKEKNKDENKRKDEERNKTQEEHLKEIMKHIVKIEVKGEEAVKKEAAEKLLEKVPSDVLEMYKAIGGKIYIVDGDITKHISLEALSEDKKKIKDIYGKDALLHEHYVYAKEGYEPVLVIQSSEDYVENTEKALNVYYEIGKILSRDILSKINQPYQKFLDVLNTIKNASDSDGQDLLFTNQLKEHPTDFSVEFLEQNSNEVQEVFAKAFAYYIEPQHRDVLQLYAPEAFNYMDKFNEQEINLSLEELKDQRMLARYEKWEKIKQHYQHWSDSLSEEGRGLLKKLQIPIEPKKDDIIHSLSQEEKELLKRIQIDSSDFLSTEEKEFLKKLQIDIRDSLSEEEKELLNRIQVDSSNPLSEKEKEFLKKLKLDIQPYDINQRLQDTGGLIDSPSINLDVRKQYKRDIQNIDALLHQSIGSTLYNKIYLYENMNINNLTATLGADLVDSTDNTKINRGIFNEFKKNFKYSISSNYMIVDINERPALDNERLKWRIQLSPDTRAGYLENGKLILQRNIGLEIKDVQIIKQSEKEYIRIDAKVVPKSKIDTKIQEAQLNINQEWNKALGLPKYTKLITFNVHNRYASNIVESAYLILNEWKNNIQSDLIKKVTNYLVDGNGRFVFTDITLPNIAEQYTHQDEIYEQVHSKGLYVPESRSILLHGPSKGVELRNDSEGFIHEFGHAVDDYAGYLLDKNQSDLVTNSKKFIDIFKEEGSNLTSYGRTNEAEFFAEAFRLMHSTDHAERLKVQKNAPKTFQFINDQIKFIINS
# Active calls of the source: *; ? = inconclusive; / = no result given; & = joins results of further samples. Unless noted, no stated cut-off is given here; in the data, active means inhibition above about 30%; inconclusive means no clear call, values can overlap the other calls; inactive means below that.
SMILES,BoNT A protease,CCHFV vOTU inh,PfHsp40 rescue,Y pestis TopoI,BoNT-F LC inh,PrPC TRFRET,TcdB inh,FadD28 FP inh,Anthrax LF prot
CN1OC[C@@H]2CN(C(=O)CCc3ccccc3)[C@H](c3cccc(N4CCOCC4)c3)C[C@@H]21,-0.2,4,0.4,4,-3,-7,0.6,-1.0,2
O=C(C1=C[C@@H](c2ccccc2)C[C@@H](OCCCCO)O1)N1CCOCC1,-1.0,8,0.3,10,-10,-3,1.1&0.5,-0.1,0
O=C(Nc1ccc(S(=O)(=O)Nc2nccs2)cc1)c1nn(-c2ccc(F)cc2)ccc1=O,2.5,23,1.3,6,7,-15,1.3,-1.7,-2
CCOC(=O)N1CCC(N2Cc3cccc(C(=O)NCc4ccccc4OC)c3C2=O)CC1,0.4,5,0.4,8,6,-3,/,-3.3,-1
CCC(C)[C@H](NC(=O)N1CC(=O)Nc2ccccc21)C(=O)N[C@H](Cc1ccccc1)C(=O)O (some centres not stated),-0.3,5,-0.5,14,-3,-4,-0.4,0.1,-1
O=C(COc1ccccc1)Nc1nc(-c2ccncc2)cs1,-2.3,9,0.1,7,-8,-3,1.7,-0.9,-3
COCc1[nH][nH]c(=O)c1/C=N/N1CCOCC1,-0.5,6,0.7,1,-2,9,-1.2,-2.2,-1
CCOC(=O)c1[nH]c2ccccc2c1NC(=O)CCN1CC(C)OC(C)C1 (configuration not stated),-1.0,-3,-1.2,4,1,-4,/,0.0,-4
CC(C(=O)Nc1ccc(OCc2ccccc2)cc1)N1CCCC1 (configuration not stated),-0.3,0,0.8,2,-8,-5,1.5,-0.7,-4
Cc1ccc(S(=O)(=O)NN2C(=O)/C(=C/c3cccs3)SC2=S)cc1,0.2,14,-0.8,2,-4,4,1.3,4.5,-6
COc1ccc(C(=O)Nc2cc3c(cc2OC)CCCC3)cc1Br,-0.4,21,-0.8,1,-7,-5,/,-4.0,6
O=C(Nc1cccc(Cl)c1)c1ccc2c(=O)n3c(nc2c1)CCCCC3,0.0,2,?,-3,4,12,/,-20,2
Cc1ccc(SCCC(=O)N2CCCC2)cc1,0.9,-9,42*,-2,4,-1,/,-2.9,-4
O=S1(=O)CCOC[C@H](c2ccccc2)N1Cc1cccc(F)c1,0.0,10,0.7,9,1,1,1.2,-2.5,-2
Cc1cccc(NC2=NC3(CCCCC3)N=C(N)N2)c1,-2.4,1,-1.1,4,-19,-1,/,-0.3,?
CCOC(=O)c1cc2c(=O)n3ccccc3nc2n(C(C)C)c1=NC(=O)c1ccncc1,1.0,-229,-1.4,4,13,-20,/,-1.5,-1
COC1=CC(=O)OC(c2ccco2)C1 (configuration not stated),-0.1,3,-1.1,8,-1,0,0.8,-2.7,-11
Cc1ccc(NCc2nnc(SCC(=O)Nc3cccc(O)c3)n2CC2CCCO2)c(C)c1 (configuration not stated),-0.6,-6,-0.6,1,14,1,/,0.1,-2
COc1ccc(OC)c(-c2nnc(SCC(=O)N3CCOCC3)o2)c1,-0.9,6,-1.0,-2,-14,-4,/,-2.5,-1
C#CCNC(=O)C1=C[C@@H](c2ccc(C#C)cc2)C[C@@H](OCCCCO)O1,-0.2,-6,-2.4,2,-3,4,/,-1.7,1
COc1ccc(N2CCN(c3cc(=O)n(Cc4ccc(F)cc4)c(=O)[nH]3)CC2)cc1,-0.5,-6,2.4,9,-1,-6,-0.7,-0.6,-10
CN(C)c1ccc(/C=N/NC(N)=S)cc1[N+](=O)[O-],-2.3,23,0.0,-2,-4,-49,0.4,0.1,-10
CCCn1c(SCC(=O)NC2CCCCC2)nnc1-c1ccncc1,-0.3,9,-0.5,0,-15,6,/,-1.1,-1
COC(=O)c1[nH]c2ccccc2c1NC(=O)C(C)N1CCOCC1 (configuration not stated),1.9,-4,-1.2,1,?,-8,0.6,0.1,20
COC(=O)c1ccn(C(=O)c2ccc(Cl)cc2)n1,0.5,-49,-0.4,0,6,0,/,-2.5,-8
COc1ccc(S(=O)(=O)N2CCC(C(=O)N3CCc4ccccc4C3)CC2)cc1,-2.0,-7,1.9,-5,-1,3,/,-0.1,-5
CCN(CC)CCn1c(NC(=O)c2ccc(C)cc2)nc2ccccc21,2.0,-11,-1.3,-10,?,-6,-0.6,-2.6,-3
Cc1cc(C(=O)O)ccc1N=Cc1c(O)ccc2ccccc12,-4.6,11,0.0,3,?,-1,-1.4,-4.5,6
CC(C)N(Cc1cn(C)nc1-c1cccc(Cl)c1)Cc1nccn1C,0.2,6,-1.0,16,-3,-4,1.4,-7.6,1
CCOc1ccc(NC(=O)NCc2ccc3c(c2)OCO3)cc1,-1.2,24,0.0,7,2,2,0.9,-4.3,2
COc1cccc(NC(=O)c2cc(CN3C(=O)c4ccccc4C3=O)ccc2OC)c1,0.4,-6,0.7,6,1,3,-6.7,-2.0,-1
COc1cc(OC)c(NC(=O)C2CCCN2C(=O)OCc2ccccc2)cc1Cl (configuration not stated),0.6,12,0.4,16,-2,5,4.4,-3.6,2
COc1ccc(CC(=O)OCC(=O)NC2CCCCC2)cc1,-3.5,8,-1.5,1,-2,-6,0.1,-1.5,4
Cc1c(NC(=O)CSc2ncnc3c2cnn3-c2ccccc2)c(=O)n(-c2ccccc2)n1C,2.3,-7,-1.0,36,?,0,1.4,0.2,0
NC(=S)Nc1cccc2cn[nH]c12,0.9,-2,1.8,3,-4,8,-0.3,-2.1,8
O=C(Oc1ccc(-c2nc(-c3ccccn3)no2)cc1)c1ccccc1,-0.3,15,-3.8,-5,6,-2,/,-1.7,0
CCc1nc(SCC(=O)Nc2c(C)n(C)n(-c3ccccc3)c2=O)n[nH]1,1.1,13,-0.3,0,-18,-9,/,-5.0,1
C/C(=N\Nc1cc(C)nc(NCc2ccccc2)n1)c1ccc([N+](=O)[O-])cc1,/,5,0.1,-19,/,-9,-0.3,-1.4,/
CC(C(=O)N1CCC2(CC1)OCCO2)C1Sc2ccccc2NC1=O (configuration not stated),0.0,1,-0.4,2,-4,1,/,-2.5,2
CCN(CC)C(=O)c1sc2[nH]c(=S)n(-c3ccccc3)c(=O)c2c1C,-0.3,19,-1.2,1,-1,-1,2.3,0.8,-3

# A different layout for seven compounds above.
# Order of values: BoNT A protease	CCHFV vOTU inh	PfHsp40 rescue	Y pestis TopoI	BoNT-F LC inh	PrPC TRFRET	TcdB inh	FadD28 FP inh	Anthrax LF prot
COc1ccc(N2CCN(c3cc(=O)n(Cc4ccc(F)cc4)c(=O)[nH]3)CC2)cc1
    -0.5	-6	2.4	9	-1	-6	-0.7	-0.6	-10
CN(C)c1ccc(/C=N/NC(N)=S)cc1[N+](=O)[O-]
    -2.3	23	0.0	-2	-4	-49	0.4	0.1	-10
CCCn1c(SCC(=O)NC2CCCCC2)nnc1-c1ccncc1
    -0.3	9	-0.5	0	-15	6	/	-1.1	-1
COC(=O)c1[nH]c2ccccc2c1NC(=O)C(C)N1CCOCC1 (configuration not stated)
    1.9	-4	-1.2	1	?	-8	0.6	0.1	20
COC(=O)c1ccn(C(=O)c2ccc(Cl)cc2)n1
    0.5	-49	-0.4	0	6	0	/	-2.5	-8
COc1ccc(S(=O)(=O)N2CCC(C(=O)N3CCc4ccccc4C3)CC2)cc1
    -2.0	-7	1.9	-5	-1	3	/	-0.1	-5
CCN(CC)CCn1c(NC(=O)c2ccc(C)cc2)nc2ccccc21
    2.0	-11	-1.3	-10	?	-6	-0.6	-2.6	-3

# Following part
SMILES,BoNT A protease,CCHFV vOTU inh,PfHsp40 rescue,Y pestis TopoI,BoNT-F LC inh,PrPC TRFRET,TcdB inh,FadD28 FP inh,Anthrax LF prot
O=C(c1cccc(F)c1)N1CCN(C(=O)C2CC2)CC1,2.6,-15,-0.6,-7,5,-2,/,-0.3,-5
COc1ccc(NC(=S)N2CCC3CC2c2c(Cl)cccc23)c(OC)c1 (configuration not stated),-0.3,9,/,8,-4,9,2.2,-2.0,-2
O=C(CCNS(=O)(=O)c1ccc2c(c1)CCC(=O)N2)NCc1ccc2c(c1)OCO2,-0.7,-5,-0.7,-4,-5,1,/,1.4,-3
CC(C)(C)c1ccc(CCC2OCC(CN3CCOCC3)O2)cc1 (configuration not stated),-6.2,-17,2.2,3,?,0,1.5,-3.0,-6
CCCCOc1ccc(C(=O)NCCc2ccccc2)cc1,2.0,2,0.0,2,-13,4,2.4,-3.1,10
COc1ccc(CCNC(=O)C2CCN(S(=O)(=O)c3ccc(NC(C)=O)cc3)CC2)cc1OC,-2.1,-12,-0.3,0,1,5,2.2,1.8,20
COc1cnc(N(C)C)nc1Sc1ccc(Cl)cc1,/,11,0.6,7,/,5,/,-0.6,/
O=C(NN=Cc1ccc(F)cc1)c1cccc(S(=O)(=O)N2CCCC2)c1,2.2,-9,0.7,8,3,1,1.3,-1.0,-4
Cc1ccc(S(=O)(=O)N2CCN=C2SC(C)c2ccccc2)cc1 (configuration not stated),1.7,3,0.7,17,7,3,3.2,-3.3,3
c1ccc(Oc2ccc3ccccc3n2)cc1,-0.3,-6,-0.8,-5,2,2,-0.5,-3.2,0
O=S(=O)(NCCc1nc2ccccc2[nH]1)c1ccccc1,-0.2,5,0.1,6,7,-10,3.0,-2.3,9
CCC(C(=O)NC1CCCCC1)n1c2ccccc2c2nc(=O)cc(C)n21 (configuration not stated),1.0,-11,5.9,3,-1,1,2.8,-3.3,-1
O=C(CN1CCCCCC1)Nc1ccc(Cl)cc1F,-3.2,5,-1.2,1,12,-8,0.0,-0.1,14
COc1ccc(NC(=O)NNC(=O)COc2cc(C)c(Cl)c(C)c2)c(OC)c1,-0.1,2,0.9,9,8,5,1.0,-1.4,0
COC(=O)c1cc(-c2cccs2)nn1-c1ccccc1,-0.5,-11,0.2,15,1,5,2.0,-3.4,3
COc1ccc(Sc2ccccc2CN(C)C)cc1OC,0.5,0,-0.4,1,?,-1,/,-2.0,-2
Cc1cc(NC(=O)Nc2cccc(Cl)c2)n(-c2ccccc2)n1,?,7,-0.8,9,?,6,1.4,-1.9,-24
Cc1ccc(OCCC(=O)OC(C)C(=O)Nc2c(C)n(C)n(-c3ccccc3)c2=O)cc1 (configuration not stated),-0.1,-9,-0.2,4,1,-1,1.7,1.6,-9
Cc1ccc(/C=C/c2nnc(-c3cccc(C)c3)o2)cc1,1.0,19,-2.1,3,-10,-12,-0.1,-2.0,2
Cc1cc(=O)oc2cc(OCc3ccc(S(=O)(=O)N4CCOCC4)cc3)ccc12,-0.6,-6,-0.5,-8,-15,4,/,-0.9,-3
